# Screening results: PubChem BioAssay, Sanford-Burnham Center for Chemical Genomics
# EBI2 block – EBI2 receptor antagonists, beta-arrestin recruitment, primary screen, cell-based, luminescence, 7a,25-OHC stimulation, uHTS; 360,000 compounds, 0.81% hits; inhibition, % at 5 µM; 7a,25-OHC stimulated; G-protein coupled receptor 183 (Homo sapiens), P32249; in the data active means inhibition above about 38%;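 further: enzyme fragment complementation signal reports receptor beta-arrestin coupling in cells; 0% = agonist plus DMSO wells and 100% = wells without agonist; some results beyond the cut were filed as inactive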
# Target sequence (P32249 whole entry, looked up, the tested form may be a part): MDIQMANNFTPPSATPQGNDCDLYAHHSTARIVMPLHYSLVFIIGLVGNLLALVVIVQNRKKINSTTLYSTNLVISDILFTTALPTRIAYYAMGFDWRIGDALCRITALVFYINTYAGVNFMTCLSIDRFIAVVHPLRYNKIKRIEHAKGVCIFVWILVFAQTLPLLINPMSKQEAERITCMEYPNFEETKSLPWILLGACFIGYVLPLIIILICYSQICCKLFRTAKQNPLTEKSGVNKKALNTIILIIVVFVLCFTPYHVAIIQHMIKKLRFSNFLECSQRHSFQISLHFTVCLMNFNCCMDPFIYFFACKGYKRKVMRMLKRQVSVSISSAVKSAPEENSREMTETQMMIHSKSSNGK
# Jurkat NFkB inh – inhibitors of induced NF-kB luciferase reporter, primary screen, TCR NF-kB activation inhibitor project, cell-based, luminescence, uHTS. 330,000 compounds, 0.53% hits. Jurkat, PMA/ionomycin-induced NF-kB luciferase reporter. inhibition, % at 4 µM; in the data active means inhibition above about 50%
# CXCR6 block – CXCR6 receptor inhibitors, primary screen, cell-based, beta-arrestin, luminescence, CHO-K1 PathHunter, 1536-well; C-X-C chemokine receptor type 6 (Homo sapiens), O00574; inhibition, % at 20 µM; 360,000 compounds, 0.36% hits; in the data active means inhibition above about 34%, passing the limit was not always enough;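 further: antagonist mode with CXCL16 agonist at 10 nM final; 0% = 10 nM CXCL16 with DMSO and 100% = unstimulated wells without agonist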
# Target sequence (O00574 whole entry, looked up): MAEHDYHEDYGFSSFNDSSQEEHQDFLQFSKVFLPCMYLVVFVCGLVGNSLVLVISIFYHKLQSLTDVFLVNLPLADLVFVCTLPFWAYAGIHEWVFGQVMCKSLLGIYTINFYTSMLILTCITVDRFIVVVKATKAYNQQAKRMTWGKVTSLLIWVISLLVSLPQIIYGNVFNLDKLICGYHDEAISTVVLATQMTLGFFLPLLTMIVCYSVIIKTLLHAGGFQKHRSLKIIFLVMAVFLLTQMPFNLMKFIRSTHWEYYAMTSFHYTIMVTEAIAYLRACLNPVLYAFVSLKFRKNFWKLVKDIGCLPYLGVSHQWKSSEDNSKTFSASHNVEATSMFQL
# UBC13 polyUb – UBC13 polyubiquitin chain formation inhibitors, primary screen, biochemical, TR-FRET, uHTS. 330,000 compounds, 0.47% hits. AID 485273, 2010. Ubiquitin-conjugating enzyme E2 N (Homo sapiens), P61088. inhibition, % at 20 µM; in the data active means inhibition above about 45%, passing the limit was not always enough
# 697 NFkB inh – inhibitors of PMA/ionomycin-induced NF-kB reporter, 697 cells, primary screen, B-cell NF-kB inhibitor project, cell-based, luminescence, uHTS; 697 B-cell NF-kB luciferase reporter, 16 h; inhibition, % at 4 µM; 330,000 compounds, 0.33% hits; AID 435022, 2010; in the data active means inhibition above about 35%
# APJ antag – antagonists of human apelin receptor APJ, primary screen, CHO-K1 cells, beta-arrestin complementation, luminescence; 330,000 compounds, 0.32% hits; inhibition, % at 20 µM; AID 2521, 2010;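 active means inhibition above about 40% at 20 µM, limit read from the data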;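 further: cells challenged with 10 nM apelin-13 agonist together with compound; plate controls were apelin-13 plus DMSO wells for no effect and DMSO wells lacking apelin-13 for full effect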
# CCR6 antagonist – CCR6 receptor antagonists, primary screen, cell-based, CHO-K1, luminescence, beta-arrestin, uHTS | C-C chemokine receptor type 6 (Homo sapiens), P51684 | CHO-K1 CCR6 PathHunter beta-arrestin, CCL20-stimulated | inhibition, % at 20 µM | 340,000 compounds, 0.49% hits;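 active means compounds whose inhibition of the agonist-driven luminescence signal at 20 µM reaches about 50%, limit read from the data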;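 further: cells stimulated with CCL20 at 14 nM final; plate controls were DMSO with CCL20 for no effect and DMSO without agonist for full effect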
# Target sequence (P51684 whole entry, looked up): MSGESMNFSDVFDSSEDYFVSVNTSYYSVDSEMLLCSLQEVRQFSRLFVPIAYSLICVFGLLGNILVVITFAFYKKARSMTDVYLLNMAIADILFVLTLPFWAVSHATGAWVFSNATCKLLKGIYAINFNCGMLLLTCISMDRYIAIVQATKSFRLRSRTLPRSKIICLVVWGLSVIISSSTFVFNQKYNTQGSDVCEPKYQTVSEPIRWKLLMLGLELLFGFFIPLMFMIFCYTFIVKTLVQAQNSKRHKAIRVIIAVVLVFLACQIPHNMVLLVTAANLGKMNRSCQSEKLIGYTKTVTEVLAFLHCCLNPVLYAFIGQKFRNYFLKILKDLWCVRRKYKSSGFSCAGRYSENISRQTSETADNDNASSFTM
# Gli-Sufu antag – Gli-Sufu pathway antagonists, primary screen, luciferase luminescence, Sufu-KO-LIGHT cells, uHTS; Sufu-KO-LIGHT fibroblasts, Gli luciferase reporter luminescence; inhibition, % at 5 µM; 340,000 compounds, 0.74% hits; AID 588413, 2011;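 active means inhibition above about 55%, limit read from the data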;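 further: 0% = DMSO-treated cells and 100% = wells with medium but no cells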
# Numbers without * were called inactive; x = not tested or not shown.
SMILES,EBI2 block,Jurkat NFkB inh,CXCR6 block,UBC13 polyUb,697 NFkB inh,APJ antag,CCR6 antagonist,Gli-Sufu antag
Cc1ccc(CNC(=O)Cn2c([N+](=O)[O-])cnc2C)cc1,-1,-7,-2,-15,29,-18,-11,0
CN(CC(=O)Nc1ccc(F)c(Cl)c1)S(=O)(=O)c1ccc2c(c1)n(C)c(=O)c(=O)n2C,8,-14,1,-6,-43,-18,-1,-4
CCOC(=O)N1CCN(S(=O)(=O)c2cc(Cl)c(OC)cc2Cl)CC1,-5,-12,2,8,2,10,3,-3
Cc1ccc(S(=O)(=O)N2CCC(C(=O)N3CCCC3C(=O)N[C@@H](CC(C)C)C(=O)NCC(N)=O)CC2)cc1 (stereo partly drawn),-4,2,2,-2,21,1,-1,-4
COc1ccccc1Cn1c(CO)nc2ccccc21,6,-3,3,19,12,5,9,1
Cc1ccc(S(=O)(=O)NCC(C)NS(=O)(=O)c2ccc(C)cc2)cc1 (stereo not drawn),3,12,-3,5,18,3,3,2
Cc1nc(NC(=O)Nc2ccc(Cl)cc2)sc1C,8,-56,-4,3,-45,17,11,-46
Oc1ccccc1CNc1cccc2cccnc12,3,8,-1,-121,17,-17,16,10
O=S(=O)(Nc1nc2ccccc2nc1-[n+]1ccccc1)c1ccc(Cl)cc1,-6,1,-2,-11,8,2,12,1
O=C(CSCc1cccc(F)c1)NCc1ccccc1,-11,-33,-4,13,-15,-12,16,-32
Cc1ccc(-c2csc3ncnc(Oc4cccc5ccc(C)nc45)c23)cc1,27,15,12,1,4,3,18,4
O=C(Nc1cc(S(=O)(=O)N2CCCCCC2)ccc1OCC(F)(F)F)c1ccc(=O)[nH]c1,3,-4,-5,7,7,8,2,2
CCOc1ccc(C(=O)N2CCc3ccccc32)cc1OCC,-2,-14,-7,-5,-18,2,1,-3
O=C(CN1C(=O)NC2(CCCC2)C1=O)N1CCN(S(=O)(=O)c2ccccc2[N+](=O)[O-])CC1,-5,6,-3,-6,7,-36,2,-2
O=C1C(=O)N(CCN2CCCCC2)c2ccccc21,6,5,5,-10,19,35,22,4
COc1ccc(-c2nnc(-c3cc4c(ccc5ccccc54)oc3=O)o2)cc1,-6,-11,6,-12,-17,-9,2,3
Cc1onc(-c2ccccc2Cl)c1C(=O)NCCCN1CCOCC1,-5,-20,1,-9,-14,-33,16,-5
Cc1ccc(C)c(NC(=O)C(Sc2nnc(-c3cccs3)o2)c2ccccc2)c1 (stereo not drawn),10,x,4,x,x,x,12,-2
COc1ccccc1NS(=O)(=O)c1ccc(C(=O)OCC(=O)NCc2ccco2)cc1,-8,11,-2,-10,7,-15,9,-2
CCc1cc(CNC(=O)c2ccc(OC3CCN(C(C)=O)CC3)c(OC)c2)on1,-6,-3,-4,2,9,4,-1,18
CCCn1c(N)c(C(=O)CSc2nnc(-c3ccoc3C)n2C)c(=O)n(C)c1=O,-18,-16,0,1,-4,17,7,76*
Cc1cccc(N2CCN(CCCNC(=O)c3ccc(NC(=O)C4=CSCCO4)cc3)CC2C)c1 (stereo not drawn),2,-21,11,18,-31,-4,8,5
FC(F)(F)c1cccc(NC(=S)Nc2cccc(NC(=S)Nc3cccc(C(F)(F)F)c3)n2)c1,-8,-9,-10,4,8,6,-15,-28
O=C(COC(=O)c1ccc(Cl)nc1)Nc1ccc2c(c1)CCC2,0,-17,-9,-6,-29,-5,14,-2
CCCCN1C2=C(C(=O)CC(C)(C)C2)C(c2ccccc2)C2=C1c1ccccc1C2=O (stereo not drawn),2,-11,24,-17,6,17,35,0
# (next part)
SMILES,EBI2 block,Jurkat NFkB inh,CXCR6 block,UBC13 polyUb,697 NFkB inh,APJ antag,CCR6 antagonist,Gli-Sufu antag
O=C(Nc1cc(Cl)ccc1Cl)N1CCCC1,13,-10,-5,-1,3,0,-4,2
Clc1ccc(CSc2nnc([C@@H]3CCCN3)o2)cc1,-11,-7,-2,6,6,1,10,-5
Nc1c(N(CCC2=CCCCC2)C(=O)c2ccco2)c(=O)[nH]c(=O)n1Cc1ccccc1,6,-18,1,-17,-11,7,5,5
COc1ccccc1C1NC=C([N+](=O)[O-])C=C1[N+](=O)[O-] (stereo not drawn),-6,6,-2,-29,2,-18,27,-6
CCOC(=O)c1cn2nc(Oc3cccc(F)c3)ccc2n1,-1,2,4,3,-1,10,7,-3
Cc1ccc(-n2cccc2/C=N/n2cnnc2)cc1Cl,13,-3,5,-17,-24,17,11,-2
COc1ccc(CNC(=O)[C@H](Cc2c[nH]c3ccccc23)NC(=O)[C@@H]2Cc3ccccc3CN2)cc1,0,1,8,10,20,-1,5,5
CC(CN1CCCCC1)NC(=O)c1cccs1 (stereo not drawn),1,12,1,6,7,9,3,-5
Cc1sc2nc(CSc3ccccc3)nc(N3CCN(C)CC3)c2c1C,5,6,4,26,16,5,20,31
Cc1ccc(NC(=S)N(CCN2CCCCC2)Cc2ccco2)cc1Cl,-2,-9,0,4,-12,0,8,-10
O=C(CCCSc1nc2ccccc2[nH]1)NCc1ccc(Cl)cc1,-3,-4,-4,8,4,4,0,-8
O=C(OCn1nnc2ccccc2c1=O)c1cccs1,2,4,0,11,9,18,-7,1
Nc1nonc1NN=C1CCCCC1,11,6,-2,8,17,0,-5,4
O=C(Cc1cccs1)Nc1cc(SCCO)cc([N+](=O)[O-])c1,-10,6,1,12,20,22,9,11
Cc1ccc(O)c(C(CC(=O)NCc2cccnc2)c2ccccc2)c1 (stereo not drawn),0,2,1,2,10,0,-14,5
CCN1C(=O)CC(N2CCN(c3ccc(Cl)cc3)CC2)C1=O (stereo not drawn),8,1,-6,0,14,16,1,-3
Cc1cccc(N(CC(=O)NC2CCCC2)C(=O)c2nsc(Cl)c2Cl)c1C,8,-6,-1,-5,-7,-21,22,2
O=C(c1n[nH]c2ccccc12)N1CCCCC1,-14,-8,3,-10,0,-6,-6,0
O=c1cc(O)c2sc3nc(-c4cccnc4)cc(C(F)(F)F)c3c2[nH]1,-2,3,5,-16,16,20,2,-1
c1cncc(-c2noc(C34CC5CC(CC(C5)C3)C4)n2)c1,-29,-37,-9,-3,-84,16,2,-30
COc1ccccc1OCCNC(=O)c1cc(=O)[nH]c2ccccc12,5,-8,-1,4,11,8,5,-7
CCOc1cc(NC(=O)C2CC2)c(OCC)cc1NC(=O)c1ccccc1OCC,12,-8,-3,5,-18,0,7,-8
Cc1ccc2nc(C)c(C(=O)O)cc2c1,-8,3,2,-4,10,14,9,-6
CN=C1NN=C(c2cc(C)n(-c3c(C)n(C)n(-c4ccccc4)c3=O)c2C)CS1,10,-7,-15,-27,-2,-3,-1,-11
O=C(c1cccnc1)c1cccnc1,-3,1,-6,-8,-6,8,9,4

# Fetched one by one from above, two records:
SMILES,EBI2 block,Jurkat NFkB inh,CXCR6 block,UBC13 polyUb,697 NFkB inh,APJ antag,CCR6 antagonist,Gli-Sufu antag
c1cncc(-c2noc(C34CC5CC(CC(C5)C3)C4)n2)c1,-29,-37,-9,-3,-84,16,2,-30
COc1ccccc1C1NC=C([N+](=O)[O-])C=C1[N+](=O)[O-] (stereo not drawn),-6,6,-2,-29,2,-18,27,-6

# Just UBC13 polyUb and 697 NFkB inh (6 entries from above):
compound	UBC13 polyUb	697 NFkB inh
O=C(CCCSc1nc2ccccc2[nH]1)NCc1ccc(Cl)cc1	8	4
O=C(OCn1nnc2ccccc2c1=O)c1cccs1	11	9
Nc1nonc1NN=C1CCCCC1	8	17
O=C(Cc1cccs1)Nc1cc(SCCO)cc([N+](=O)[O-])c1	12	20
Cc1ccc(O)c(C(CC(=O)NCc2cccnc2)c2ccccc2)c1 (stereo not drawn)	2	10
CCN1C(=O)CC(N2CCN(c3ccc(Cl)cc3)CC2)C1=O (stereo not drawn)	0	14

# The list continues.
SMILES,EBI2 block,Jurkat NFkB inh,CXCR6 block,UBC13 polyUb,697 NFkB inh,APJ antag,CCR6 antagonist,Gli-Sufu antag
O=C1CN(C(=O)COC(=O)c2ccccc2Br)c2ccccc2N1,-6,1,5,12,-5,-1,-2,-14
CC(=O)Oc1c(C(C)C)cc(N(C(C)=O)c2ccccc2)cc1C(C)C,-9,2,-2,3,15,-8,4,0
CCN(CC)C(=O)c1ccc(-c2nnc(Nc3ccc(C(=O)NC)cc3)c3ccccc23)cc1,-3,-10,-5,-5,6,-6,4,18
O=C(NC1CCCC1)c1cc(COc2ccc3ncccc3c2)on1,-6,46,-13,38,-20,-4,6,54
Cc1ccc(C)c(NS(=O)(=O)c2cc(C(=O)NCCC3=CCCCC3)ccc2C)c1,19,7,18,5,-10,11,3,11
O=C(COC(=O)c1ccc(O)cc1)c1ccc2c(c1)OCCO2,2,-80,-7,1,-82,2,7,-82
COc1ccc2c(=O)cc(CO)oc2c1,-9,-5,1,-17,-12,-9,10,2
Cc1ccc(C)c(NC(=O)CCn2cnnn2)c1,-16,2,4,0,5,4,4,-1
N#C/C=C/N1CCC(Cc2ccccc2)CC1,-2,0,-14,2,17,-21,11,-31
O=C(c1ccco1)N1CCN=C1SCc1cccc(Cl)c1,-5,3,-1,9,32,11,6,1
CCn1c(O)c(N=NC(=O)Cc2csc(N3CCOCC3)n2)c2ccccc21,0,6,5,-13,-8,10,-3,3
COc1ccc(Nc2nc(NCc3ccco3)nc(N/N=C/c3ccc(O)cc3)n2)cc1,7,-12,0,8,7,10,4,-4
O=C(CCOc1ccccc1)NNC(=O)c1ccccc1,0,-3,-3,10,18,9,-7,8
Cc1cc(=O)nc2c3ccccc3n(C(C)C(=O)Nc3c(F)c(F)c(F)c(F)c3F)n12 (stereo not drawn),2,-4,-8,5,11,10,12,7
COc1cccc(NC(=O)Nc2ccccc2Br)c1,6,-47,-9,-6,-39,-11,20,-54
CN1OC(COC(=O)c2ccccc2)CC1c1ccccc1 (stereo not drawn),-9,-12,4,-14,-2,13,-4,4
O=C(c1cc2cc([N+](=O)[O-])ccc2oc1=O)N1CCN(c2ncccn2)CC1,-3,-22,-7,0,-11,31,3,1
C[C@H]1C=C(C(=O)N2CCN(Cc3ccc4c(c3)OCO4)CC2)O[C@@H](OCc2ccc(CO)cc2)C1,-2,7,2,1,7,-5,6,-1
COC(=O)C(C)n1cnc2c(nnn2-c2ccc(F)cc2)c1=O (stereo not drawn),-11,6,2,-2,10,6,-2,1
CC(C)c1ccc(Nc2ncccc2C(=O)O)cc1,-4,-42,5,0,-158,1,-11,-86
CCc1ccc(CN2CCC(Oc3ccc(C(=O)NCc4ccccn4)cc3)CC2)o1,5,-7,4,-12,-12,2,10,9
CCOc1ccc(OCC)c(NC(=O)C2CCCN(S(=O)(=O)c3cccs3)C2)c1 (stereo not drawn),-7,x,-13,x,x,x,12,-2
COc1cc(C(=O)NC(=S)Nc2ccc(NC(=O)c3ccco3)cc2)cc(OC)c1OC,-13,-13,22,2,9,6,26,-1
COC(=O)c1ccc(/C=C(\C#N)C(=O)NC(C)c2ccccc2)cc1 (stereo not drawn),43,-5,40*,6,11,12,53*,-6
COc1ccc(C(C(=O)Nc2ccc3c(c2)OCO3)N(C)C(=O)Cc2c[nH]c3ccccc23)cc1 (stereo not drawn),-4,-1,-6,12,5,-7,5,-5
COc1cccc(N2CCN(C(=S)Nc3cc(C)cc(C)c3)CC2)c1,-3,13,-10,-6,2,-7,10,-1
CNS(=O)(=O)c1cccc(C(=O)OCC(=O)Nc2ccc(Cl)cn2)c1,0,6,2,-10,-9,0,5,0
NS(=O)(=O)c1ccc(CCNC(=O)NC23CC4CC(CC(C4)C2)C3)cc1,1,-11,2,-1,15,-11,0,-17
O=C(Nc1ccccc1)C1CCCN1S(=O)(=O)c1ccc(Br)cc1 (stereo not drawn),-10,2,1,3,-11,18,5,12
COc1ccc(/C=N/NC(=O)CNc2c(Br)cc(C)cc2Br)c(C(=O)O)c1OC,3,9,-3,5,-7,-2,4,3
